# Tau fibril FP: inhibitors of human tau fibril formation. P10636. K18 P301L tau heparin fibrillization, Alexa594 FP, 6 h. Potency, µM (doses to about 57.7 µM), for inactives: top-dose activity, negative = inhibition, hits mostly inhibitors. 0.39% of 280,000 active; note: nearly all actives have a fitted effect of over 55% in size
# Target sequence (P10636 561-689 P618L limits assumed): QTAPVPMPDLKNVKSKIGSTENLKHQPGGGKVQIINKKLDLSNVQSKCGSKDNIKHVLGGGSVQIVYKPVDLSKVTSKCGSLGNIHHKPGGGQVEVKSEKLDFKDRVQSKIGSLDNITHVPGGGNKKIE
#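 Human tau K18 […] P301L fragment, 15 uM unlabeled plus 0.24 uM Alexa 594-labeled tau (final), with compound and 20 uM heparin in 100 mM sodium acetate pH 7; 6 hr at 37 C, then Alexa 594 FP read.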
# KDM4E inh: JMJD2E (human) inhibition; B2RXH2; 1.6% of 230,000 active; Potency, µM (series often up to 57.1 µM), inactives show at the top dose activity change, negative = inhibition, actives largely listed as inhibitors; JMJD2E catalytic domain, FDH-coupled NADH fluorescence (FDH is formaldehyde dehydrogenase); active = well fitted inhibition curve with a large enough effect, not every such curve was filed as active; inconclusive = small, poorly fitted or top-dose-only effect, or another doubt; inactive = no such curve, though single readings can be large or run the other way;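 note: 0% = wells with enzyme and -100% = buffer wells without enzyme; nearly all actives have a fitted effect of over 50% in size; many of its hits are not listed in these tables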
# Target sequence (B2RXH2 1-337 limits assumed): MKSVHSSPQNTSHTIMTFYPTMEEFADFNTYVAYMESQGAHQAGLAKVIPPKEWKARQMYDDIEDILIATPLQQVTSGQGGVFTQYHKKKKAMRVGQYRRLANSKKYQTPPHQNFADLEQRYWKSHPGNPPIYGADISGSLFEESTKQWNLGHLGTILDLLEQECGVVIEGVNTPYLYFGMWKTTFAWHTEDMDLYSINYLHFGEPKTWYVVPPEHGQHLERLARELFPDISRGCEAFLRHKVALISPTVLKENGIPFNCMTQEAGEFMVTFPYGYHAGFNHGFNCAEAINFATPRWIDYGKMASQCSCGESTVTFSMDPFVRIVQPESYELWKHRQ
# GoLoco inh red: inhibitors of human Gai1-RGS12 GoLoco interaction (red fluorophore) | Potency, µM (top dose mostly 61.6 µM), inactives show at the highest dose activity, negative = inhibition, hits mostly inhibitors | 0.44% of 230,000 active | AID 880 | Gai1:RGS12 GoLoco peptide FP, rhodamine, 10 min | P63096; active = well fitted inhibition curve with a large enough effect, not every such curve was filed as active; inactive = no such curve, though single readings can be large or run the other way; note: nearly all actives have a fitted effect of over 30% in size; many of its hits are not listed in these tables
# TexasRed fluor: alters Texas Red total fluorescence, flagging assay interference; TRb/SRC2 Texas Red total fluorescence interference; Potency, µM (series often up to 106 µM), for the others: top-dose fluorescence change, negative = quenching; 0.29% of 280,000 active; active = well fitted curve in either direction with a large enough effect; inconclusive = small, poorly fitted or top-dose-only effect
#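 Human TRβ ligand-binding domain (0.6 uM) and Texas Red SRC2 peptide (20 nM) in Tris buffer with 1 uM T3 and 5% DMSO were incubated with pinned compound for 5 hr at ambient temperature. Total fluorescence was computed as S + 2P (555/632 nm).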
# L3MBTL1 inh: L3MBTL1 (human) inhibition; 0.66% of 230,000 active; AlphaScreen L3MBTL1–H3K9me1 peptide binding; Q9Y468; Potency, µM (top dose mostly 57.1 µM), inactives show at the highest dose activity, negative = inhibition, usual class: inhibitors; AID 485360; note: nearly all actives have a fitted effect of over 60% in size
#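 L3MBTL1 (50 nM) pre-complexed 30 min with biotinylated H3(1-15)K9me1 peptide (75 nM), then compounds added for 30 min at room temperature; AlphaScreen streptavidin donor/nickel chelate acceptor beads (10 ug/mL final) read after 30 min dark incubation.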
# Tau fibril ThT: tau fibrillization inhibition (ThT binding) | AID 1460 | 2.1% of 270,000 active | Potency, µM (series often up to 57.4 µM), for inactives: top-dose activity, negative = inhibition, actives largely listed as inhibitors | P10636 | recombinant tau K18 P301L (four-repeat tau fragment), heparin-induced fibrillization, ThT fluorescence; note: nearly all actives have a fitted effect of over 55% in size
#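 Tau K18 P301L fragment (15 uM unlabeled plus 0.24 uM Alexa 594-labeled) in 100 mM sodium acetate pH 7 with compound, fibrillization induced by 20 uM heparin for 6 hr at 37 C. Thioflavin T (30 uM) added, fluorescence read after 1 hr (ex 450, em 510 nm).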
# RECQ1 helicase: RECQ1 (human) helicase inhibition. P46063. RECQ1 DNA unwinding, red fluorescence kinetic read. Potency, µM (titrated, usually from 57.3 µM), without a hit: at the top dose activity, negative = inhibition, most hits filed as inhibitors. 0.54% of 240,000 active. AID 2549;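 note: plate controls were vehicle for no effect and no enzyme for full effect; nearly all actives have a fitted effect of over 30% in size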
# Target sequence (P46063 whole entry, looked up): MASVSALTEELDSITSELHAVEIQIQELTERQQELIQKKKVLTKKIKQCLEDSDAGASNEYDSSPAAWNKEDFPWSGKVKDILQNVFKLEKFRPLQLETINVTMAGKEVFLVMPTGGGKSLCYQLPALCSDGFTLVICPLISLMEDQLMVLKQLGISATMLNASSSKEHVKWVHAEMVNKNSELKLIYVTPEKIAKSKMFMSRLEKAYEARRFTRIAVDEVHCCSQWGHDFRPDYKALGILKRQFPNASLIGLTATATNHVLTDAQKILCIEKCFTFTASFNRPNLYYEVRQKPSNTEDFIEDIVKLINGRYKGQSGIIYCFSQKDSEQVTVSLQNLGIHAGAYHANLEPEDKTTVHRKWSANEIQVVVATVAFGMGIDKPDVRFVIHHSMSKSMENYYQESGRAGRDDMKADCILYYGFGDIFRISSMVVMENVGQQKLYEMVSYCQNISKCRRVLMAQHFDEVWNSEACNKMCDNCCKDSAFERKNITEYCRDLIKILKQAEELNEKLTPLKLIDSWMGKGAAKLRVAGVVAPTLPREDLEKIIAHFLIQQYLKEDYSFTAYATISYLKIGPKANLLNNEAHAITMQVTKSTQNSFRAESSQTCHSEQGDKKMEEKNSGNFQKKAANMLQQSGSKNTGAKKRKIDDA
#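 RECQ1T1 50 nM; forked duplex (20 bp + 30-nt ss tails) 200 nM, ATP 2 mM final; pH 8.0, 2 mM MgCl2, 2.5 ug/ml poly(dI-dC); 15 min compound preincubation; discontinuous kinetic read over 2 h at RT.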
# TRb-SRC2 inh: inhibitors of human thyroid hormone receptor beta-SRC2 interaction; Potency, µM (highest dose often 106 µM), for the others: top-dose activity change, negative = inhibition, hits mostly inhibitors; AID 1469; TRbeta-SRC2 peptide binding, fluorescence polarization; receptor liganded with 1 µM T3; 0.065% of 280,000 active;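 note: plate controls were bound peptide for no effect and peptide without receptor for full effect; nearly all actives have a fitted effect of over 50% in size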
#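 TRb LBD 0.6 uM + Texas Red SRC2 peptide 20 nM, 1 uM T3, Tris buffer w/ 5% DMSO; compound pinned, 5 h RT; FP read ex 555/em 632; normalized to unbound and bound controls.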
# Numbers without * were called inactive; i = inactive; ? = inconclusive; · = no result given; & = joins results of further samples; [ ] = another dose, or the depositor's remark. Unless noted, calls come from the whole dose curve; as a rule, active = well fitted curve in the direction sought with a large enough effect; inconclusive = small, poorly fitted or top-dose-only effect, or another doubt; inactive = no such curve, though single readings can be large; an effect the other way counts as inactive or inconclusive. Unless noted, % is set by controls: 0 for no effect and ±100 for the full control effect; potency is the fitted concentration of half-maximal effect.
# Order of values: Tau fibril FP | KDM4E inh | GoLoco inh red | TexasRed fluor | L3MBTL1 inh | Tau fibril ThT | RECQ1 helicase | TRb-SRC2 inh
1	COc1cc(/C=C/C(=O)O)cc(S(=O)(=O)NCCCC(=O)O)c1OC
  1% | -8% | 3% | 2% | 5% | 10% | i | 1%
2	CC(=O)CC(c1ccccc1)C1C(=O)Oc2ccccc2C1=O (centres undefined)
  2% | · | -5% | -1% | · | -9% | 2% | 10%
3	COc1cccc(CNC(=O)CCC2CCCN(c3cc(C)nc(N4CCCC4)n3)C2)c1 (centres undefined)
  -1% | 4% | -13% | -3% | 45%[activator] | -1% | i | -5%
4	Cc1cc(C)c(C(=O)CSc2nnc(C)c(=O)[nH]2)cc1C
  5% | 3% | 7% | 0% | 22% | -4% | -2% | 2%
5	COc1ccc(/C=N/NC(=O)c2ccn[nH]2)cc1COc1ccc(Cl)cc1Cl
  -1% | 3% | · | -2% | -3% | -6% | i | 0%
6	Cc1ccc(C)c(N=Nc2nc3ccccc3n2C)c1
  -1% | -1% | -13% | 2% | ? | 5.6µM* | -8% | 3%
7	CCCOC(=O)CSc1nnc(-c2ccc(Cl)cc2Cl)o1
  -1% | -4% | 1% | 1% | 27% | -12% | -1% | -4%
8	CCN(CC)CCN(C(=O)c1ccc(Br)s1)c1nc2cc3c(cc2s1)OCCO3
  -10% | -7% | 6% | 0% | · | -4% | -1% | 5%
9	CN(CC(=O)NCCc1ccccc1)S(=O)(=O)c1cnc[nH]1
  10% | 6% | 7% | -1% | 10% | 5% | ? | 0%
10	CCOC(=O)CNC(=O)c1cc2c(=O)oc3ccccc3c2s1
  -2% | · | · | 1% | · | -2% | · | -12%
11	O=C(Nc1ccc(Oc2cccc(C(F)(F)F)c2)nc1)c1cccs1
  ? | ? | 38%[activator] | -6% | 61%[activator] | -9% | 3% | -6%
12	O=C(Nc1cccc(Cl)c1)Nc1cccc(Cl)c1
  ? | 4% | 8% | -1% | 8% | -10% | -5% | 0%
13	COc1ccccc1CNC(=O)Cn1c(=O)nc(-c2ccccc2F)c2cc(Cl)ccc21
  3% | · | · | -1% | · | ? | · | -13%
14	O=C(Nc1ccc2nc3n(c(=O)c2c1)CCCC3)c1cc([N+](=O)[O-])ccc1F
  -4% | -12% | -12% | -8% | -4% | ? | -9% | 3%
15	COC(=O)C/C=C\[C@@H](C)[C@@H](/C=N\O[C@@H](C)CN1CCCc2nc(C)c(C)cc21)NS(=O)(=O)c1ccc(C)cc1
  0%[11.6 µM] | · | · | ? | · | -4%[11.5 µM] | -11%[11.5 µM] | -19%[11.2 µM]
16	C=CCc1c(C)nc(-c2ccccc2)nc1N/N=C(\C)c1ccc(N)cc1
  3% | -4% | -5% | -2% | -6% | ? | -1% | 0%
17	O=C(O)C=C1CCN(c2ncc(C(F)(F)F)cc2Cl)CC1
  -5% | 1% | 2% | -2% | 1% | -2% | -5% | 1%
18	CN(C)c1ccc(N=Nc2ccc(S(=O)(=O)O)cc2)c2ccccc12
  2% | 0% | 3% | -12% | · | 5µM* | -2% | 2%
19	Cc1nn(C)c2c1c(C(F)(F)F)cc(=O)n2CC(=O)NCc1ccccc1Cl
  0% | · | · | 1% | · | 7% | · | 5%
20	COc1ccc(NC(=O)C2CCCN(S(=O)(=O)c3c(C)[nH]c(=O)[nH]c3=O)C2)cc1OC (centres undefined)
  0%&0% | 0% | 7% | 0%&-1% | · | -8%&-8% | -2% | -1%&2%
21	Cn1c(CO)cnc1SCC(=O)c1ccc(Cl)cc1
  ? | 1% | 5% | -3% | -3% | -5% | -6% | -2%
22	Cc1nn(Cc2ccc(Cl)c(Cl)c2)c(C)c1NC(=O)c1sc2ccccc2c1Cl
  4% | -1% | 0% | 0% | -6% | -9% | 3% | 10%
23	CCCNC(=O)C1CCC(Cn2c(=O)c3sccc3n(CC(=O)NCc3cccc(OC)c3OC)c2=O)CC1 (centres undefined)
  -17% | · | · | ? | · | -4% | · | -27%[53 µM]
24	CCN1CCN(Cc2ccc(NC(=O)CC3Oc4ccc(C)cc4NC3=O)cc2)CC1 (centres undefined)
  -1% | -3% | 5% | 0% | · | -5% | -7% | -7%
25	CC(C)NC(=O)CCn1nc(-c2ccc(Cl)cc2)c2ccccc2c1=O
  -5% | -9% | -1% | -3% | 1% | 10% | i | -2%
26	CCOC(=O)c1cc2cc(OC)ccc2nc1C
  3% | ? | -5% | -4% | 0% | -7% | 8% | -16%
27	O=C(NCC1CCCO1)c1ccc(NC(=O)C2C3C=CC(C3)C2C(=O)O)cc1 (centres undefined)
  10% | 17% | 5% | -1% | 6% | 2% | 1% | -2%
28	C=C(C)CN=C1NN=C(c2cc(C)n(-c3ccc(C)cc3)c2C)CS1
  -6% | -20% | 41%[activator] | 1% | -13% | ? | -1% | -8%
29	CCCOc1ccc(C(=O)O)cc1
  2% | 14% | 0% | -1% | 2% | -3% | -8% | 0%
30	CCOc1ccc(NC(=O)Cn2cc(C(=O)c3ccc(CC)cc3)c(=O)c3cc(C)ccc32)cc1
  -5% | · | · | 0% | · | -2% | · | -6%
31	COC(=O)C1=CC(C(=O)c2cccs2)=NN(c2ccc(OC)cc2)C1C(=O)OC (centres undefined)
  -4% | 1% | 64%[activator] | -1% | ? | 14µM* | ? | 1%
32	O=c1[nH]c(-c2ccccn2)nc(C(F)(F)F)c1Br
  -3% | 1% | -2% | -3% | ? | -15% | -10% | -8%
33	COc1ccc(-c2nc3ccc(C(=O)NCc4ccccc4)cc3nc2-c2ccc(OC)cc2)cc1
  1% | · | · | -1% | · | -3% | · | 1%
34	O=C(Cn1cnc2c(cnn2-c2ccccc2)c1=O)N1CCCc2ccccc21
  -7% | -3% | 4% | -4% | -4% | -12% | -4% | 0%
35	CCc1ccc(Sc2cc(C(=O)NCc3ccccc3OC)c3ccccc3n2)cc1
  -1% | · | · | -1% | · | 2% | · | -5%
36	Cn1c(CO)cnc1SCc1ccccc1
  0% | -1% | -1% | 1% | 1% | -1% | i | -1%
37	O=C(N/N=C\c1ccc(OCC(=O)N2CCCC2)cc1)C(=O)Nc1ccccc1F
  -4% | -1% | -10% | 0% | 6% | ? | -1% | 1%
38	N#CCCCn1c(O)c(N=NC(=O)C(O)c2ccccc2)c2ccccc21 (centres undefined)
  -4% | -12% | -20% | -7% | -22% | -16% | 0% | 2%
39	Cc1cccc(CSC(Nc2ccc(F)cc2)=C(C#N)C#N)c1
  ? | 10% | -9% | -6% | -7% | -17% | -1% | 4%
40	COC(=O)CCC(=O)OC1(C)C(=O)C=C2C=C(C3CC3)N(c3ccc(CO)cc3)C=C2C1=O (centres undefined)
  3%[11.6 µM] | ? | 10%[14.2 µM] | -1%[11.2 µM] | · | -10%[11.5 µM] | -16%[11.5 µM] | 3%[11.2 µM]
41	Cc1ccc(NC(=O)CN2C(=O)C3(SCC(=O)N3c3cccc(Cl)c3)c3ccccc32)cc1C (centres undefined)
  ? | · | · | -19% | · | 2% | · | 3%
42	CC(C)(C)c1cc(C(=O)Nc2cccc3ccccc23)ccn1
  1% | -11% | 8% | -7% | 9% | -3% | i | 4%
43	CCCNC(=O)COc1ncnc2sc(C)c(C)c12
  8% | -3% | 1% | -3% | · | -10% | -7% | 3%
44	COc1ccc(CN2CCCC(C(=O)c3ccc(Cl)cc3)C2)cc1Cn1cccn1 (centres undefined)
  -5% | 4% | -7% | 0% | -17% | -14% | -7% | -3%
45	NC(=O)C1CCN(C(=S)c2cccs2)CC1
  -3% | 0% | 6% | 0% | 6% | 3% | 3% | -1%
46	O=C(O)Cn1cc(C(=O)c2cccs2)c2ccccc21
  -3% | -2% | 5% | 0% | 4% | -4% | 1% | -19%
47	CCOc1ccc(S(=O)(=O)NCCC(=O)NC2=NCCS2)cc1
  1% | 1% | -1% | -4% | 4% | 10% | i | -3%
48	COC(=O)CCCC(=O)Nc1c(F)c(F)c(F)c(F)c1F
  -1% | 3% | 7% | 1% | · | 0% | 15% | 7%
49	CC(C)C(=O)Nc1ccc(NC(=O)c2ccccc2Cl)nc1
  -11% | 1% | 1% | -3% | · | -6% | 2% | -4%
50	CCN(CC)CCOC(=O)c1ccc(Cl)cc1
  2% | -3% | -21% | 1% | · | 10% | 18% | 4%
51	O=C1C2CC=CCC2C(=O)N1CC(=O)N(Cc1ccccc1)C1CCS(=O)(=O)C1 (centres undefined)
  -4% | 3% | 3% | 1% | 4% | 6% | -4% | 1%
52	O=C(CSC(=S)N1CCSCC1)c1ccc(Cl)cc1
  -1% | 8% | 16% | 2% | -12% | -3% | i | 3%

# Arranged by molecular weight (ascending): part of the list above
# Order of values: Tau fibril FP | KDM4E inh | GoLoco inh red | TexasRed fluor | L3MBTL1 inh | Tau fibril ThT | RECQ1 helicase | TRb-SRC2 inh
43	CCCNC(=O)COc1ncnc2sc(C)c(C)c12
  8% | -3% | 1% | -3% | · | -10% | -7% | 3%
42	CC(C)(C)c1cc(C(=O)Nc2cccc3ccccc23)ccn1
  1% | -11% | 8% | -7% | 9% | -3% | i | 4%
48	COC(=O)CCCC(=O)Nc1c(F)c(F)c(F)c(F)c1F
  -1% | 3% | 7% | 1% | · | 0% | 15% | 7%
32	O=c1[nH]c(-c2ccccn2)nc(C(F)(F)F)c1Br
  -3% | 1% | -2% | -3% | ? | -15% | -10% | -8%
47	CCOc1ccc(S(=O)(=O)NCCC(=O)NC2=NCCS2)cc1
  1% | 1% | -1% | -4% | 4% | 10% | i | -3%
19	Cc1nn(C)c2c1c(C(F)(F)F)cc(=O)n2CC(=O)NCc1ccccc1Cl
  0% | · | · | 1% | · | 7% | · | 5%
24	CCN1CCN(Cc2ccc(NC(=O)CC3Oc4ccc(C)cc4NC3=O)cc2)CC1 (centres undefined)
  -1% | -3% | 5% | 0% | · | -5% | -7% | -7%
44	COc1ccc(CN2CCCC(C(=O)c3ccc(Cl)cc3)C2)cc1Cn1cccn1 (centres undefined)
  -5% | 4% | -7% | 0% | -17% | -14% | -7% | -3%
23	CCCNC(=O)C1CCC(Cn2c(=O)c3sccc3n(CC(=O)NCc3cccc(OC)c3OC)c2=O)CC1 (centres undefined)
  -17% | · | · | ? | · | -4% | · | -27%[53 µM]

# High-throughput results (PubChem BioAssay)

# Only part of the results is shown; count on the stated rates, not on these rows.
